High-throughput results: PubChem, several laboratories
human PMI inhibitors: human PMI inhibitors, high substrate, primary screen, biochemical, fluorescence intensity, high mannose 6-phosphate (AID 1220); recombinant PMI enzyme, coupled fluorescence intensity; higher % means a stronger effect; inhibition, % at 20 µM; hits with a dose series show IC50 in µM; hit rate 0.66% among 190,000
TNAP activation fold: stimulation of alkaline phosphatase TNAP activity – biochemical, luminescent, no phosphate acceptor, uHTS, primary screen (AID 1001); purified TNAP, luminescent activation assay, no phosphate acceptor; higher activation fold means a stronger effect; activation fold at 20 µM; hits with a dose series show EC50 in µM; hit rate 0.03% among 200,000; in the data active = activation fold from about 3, or a potency from the dose series; inactive = the rest, 99 in 100 with activation fold below about 1.6; note: many of its hits are not listed in these tables
UTI89 phage lysis: protection from phage-mediated lysis, alamar blue read-out – E. coli UTI89, K1F phage, bacterial capsule biogenesis inhibitors (AID 488966); E. coli UTI89 K1F phage lysis, alamar blue, 2 h; higher % means a stronger effect; inhibition, % at 100 µM; hits with a dose series show IC50 in µM; hit rate 0.02% among 340,000;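 active = phage lysis inhibition, versus mean bacterial control, above a set limit; inconclusive = no clear call, values can overlap the other calls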;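 note: capsule biogenesis inhibitors block K1F phage lysis so surviving cells raise fluorescence; higher fluorescence means more inhibition of phage lysis; actives were called in the ten point dose series up to 300 µM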
PMI inhibitors: MPI enzyme activity inhibition – biochemical, fluorescence intensity, coupled assay, primary screen (AID 1209) | hit rate 0.42% among 190,000 | inhibition, % at 20 µM; hits with a dose series show IC50 in µM | purified PMI enzyme, coupled fluorescence intensity; higher % means a stronger effect;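 note: plate controls were DMSO vehicle for no effect and wells lacking substrate for full effect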
WT yeast gro inh: growth inhibition of WT yeast, mitochondrial fusion screen | mitochondrial fusion phenotypic screen, WT strain | inhibition, % at 10 µM | hit rate 2.1% among 190,000 | AID 1362; in the data active = inhibition above about 58%; tested in S. cerevisiae
CSM14.1 death rescue: protection against thapsigargin-triggered cell killing – 384-well, CSM14.1, ATP luminescence, primary screen (AID 1222); CSM14.1 thapsigargin-induced death rescue, ATP luminescence; higher % means a stronger effect; 190,000 tested, under 10 active; cellular ATP content (survival), % at 20 µM, or EC50 in µM where a hit was titrated;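 active = EC50 below 50 µM in the dose-response confirmation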;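 note: death triggered by thapsigargin at about 15 µM added after 2 h compound pretreatment; cell ATP read after overnight thapsigargin exposure of roughly 18 to 22 hours; normalized against plate controls of thapsigargin alone and 5% DMSO vehicle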
P. falciparum M1AAP: malaria alanyl aminopeptidase activity blockers – biochemical, fluorogenic H-Leu-NHMec substrate, 1536-well (AID 1445) | recombinant M1AAP, H-Leu-NHMec fluorogenic kinetic assay; higher % means a stronger effect | one-dose inhibition, % at 30 µM; IC50 in µM for titrated hits | hit rate 0.42% among 220,000;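 active = primary inhibition above the hit cutoff, then over 50% inhibition at one or more dose response concentrations, cut at about 23% in these data, passing the limit was not always enough; inconclusive = conflicting primary data, or primary hits not chosen for dose response; inactive = low primary inhibition, or under 50% at every dose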;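 note: plate controls were DMSO full reaction for no effect and no enzyme background for full effect; strong numbers were not always called active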
Myeloid diff MLP: myeloid differentiation induction. ER-HoxA9 myeloid progenitors, lysozyme-GFP differentiation, flow cytometry. calls only at 10 µM. hit rate 1% among 360,000. AID 624256;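 active = normalized GFP-positive differentiation at or above the plate's own cutoff, the solvent-only control mean plus 3 SD; inconclusive = no clear call, values can overlap the other calls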;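 note: cells exposed to compound for four days before flow analysis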
Hep lipid drop: hepatic lipid droplet formation modulation; inhibition, % at 6.5 µM; AML12 mouse hepatocytes, oleate lipid droplets, BODIPY imaging; AID 1656; hit rate 0.4% among 240,000;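 active = lipid droplet intensity inhibited by at least 50%, with more than 500 cells counted; inconclusive = wells with under 300 cells, treated as cytotoxic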
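Assay system: AML12 hepatocytes (mouse) / Also added: 100 µM oleic acid challenge / Times: overnight treatment with compound plus oleate / Detection: high-content imaging of BODIPY-stained droplets and DAPI nuclei / Evaluation: % inhibition of lipid droplet signal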
WT yeast gro inh mutant strain: further read-out of WT yeast gro inh, marked with its call; inhibition, %; mitochondrial fusion phenotypic screen, mutant strain inhibition
Hep lipid drop cells 6.5 µM: second read-out of Hep lipid drop, no call of its own (marks repeat the call); cell count; measured here: cell count, cytotoxicity flag;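 cells counted across two imaged fields per well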
Myeloid diff MLP GFP+ MAC1+ %: recorded beside Myeloid diff MLP, whose call it bears; GFP+ MAC1+ double positive, %; measured here: differentiation confirmed by MAC1 staining
The depositor's hits bear a star; i = inactive; ? = inconclusive; nt = no result given; + = active, no number; [ ] = dose if it differs, or a comment. Cut-off read from the data, not from the text of the source, unless noted: active = inhibition above about 50%; inactive = the rest.

SMILES	human PMI inhibitors	TNAP activation fold	UTI89 phage lysis	PMI inhibitors	WT yeast gro inh	WT yeast gro inh mutant strain	CSM14.1 death rescue	P. falciparum M1AAP	Myeloid diff MLP	Myeloid diff MLP GFP+ MAC1+ %	Hep lipid drop	Hep lipid drop cells 6.5 µM
Cc1c(C(=O)Nc2ccc(F)cc2)oc2ccc(S(=O)(=O)N3CCC4(CC3)OCCO4)cc12	11.5%	1.1	5.4%	13.4%	21.8	-9.4	-2.1%	-2.6%	i	1.2	nt	nt
CCCCOC(=O)c1ccc(NC(=O)c2ocnc2C)cc1	5.8%	1.1	-0.3%	9.0%	12.5	1.0	-0.7%	4.0%	i	3.8	nt	nt
O=C1OC(c2cccs2)=N/C1=C\c1ccc(-c2cccc(Cl)c2)o1	3.4%	0.8	0.8%	7.8%	0.1	2.3	-3.1%	24.5%*	i	5.8	4.9	694
Cn1c(SCC(=O)NCc2ccco2)nnc1-c1ccccc1	5.0%	1.1	0.1%	0.0%	-13.3	-4.4	-2.3%	10.4%	i	0.4	nt	nt
CCOC(CC(=O)NNC(=O)c1c(-c2ccccc2Cl)noc1C)OCC	nt	nt	0.9%	nt	nt	nt	nt	5.1%	i	0.4	2.8	629
Cc1[nH]c(=O)c(C(=O)/C=C/c2ccccc2)c2c1CCCC2	17.6%	1.1	-0.8%	23.4%	1.5	22.5	0.9%	3.4%	+	10.9*	-15.3	644
Cc1cccc(C)c1NC(=O)C1CCCN(CCCc2ccccc2)C1 (stereo unspecified)	-12.6%	1	0.4%	-10.8%	-9.5	8.1	0.1%	-1.6%	i	0.4	-4.6	687
COc1cc(CNn2c(C)n[nH]c2=S)cc(Cl)c1OCc1ccc(F)cc1	-3.3%	0.7	0.7%	4.9%	70.8*	30.5*	-4.4%	-13.0%	i	1.6	-10.2	714
Cc1cc(N2CCC(C(=O)Nc3ccc(F)cc3)CC2)nc(-c2ccccc2)n1	7.5%	1	1.0%	10.8%	-14.6	-4.0	-5.9%	3.0%	i	0.3	41.1	740
CC(=O)NC(Cc1ccccc1)C(=O)OCC(=O)c1ccccc1 (stereo unspecified)	-6.8%	1.1	3.8%	-8.0%	-2.2	-15.2	-0.7%	-0.5%	i	0.4	24.5	709
CC1Cc2ccccc2N1S(=O)(=O)c1cccc(C(=O)c2nccn2C)c1 (stereo unspecified)	-2.2%	1.1	-0.1%	4.1%	3.5	5.9	-1.7%	5.2%	i	3.1	0.2	733
O=C(N/N=C(\c1ccccc1)c1ccccn1)c1cccc([N+](=O)[O-])c1	-22.6%	1.1	-0.1%	-14.7%	43.4	25.5	5.4%	-18.0%	?	nt	-29.8	570
O=C(/C=C/c1ccccc1)N1CCN(c2c(Cl)cccc2[N+](=O)[O-])CC1	17.3%	1	-0.8%[50 µM]	15.6%	48.4	7.6	-0.9%	5.2%	i	0.4	6.1	622
Cc1ccc(N2CC(C(=O)N3CCc4ccccc4C3)CC2=O)cc1 (stereo unspecified)	12.2%	1	-0.2%	10.7%	-3.8	-7.5	-1.6%	1.3%	i	4.5	-2.4	705
CCOC(=O)c1c(-c2ccc(F)cc2)csc1/N=C/N(C)C	10.3%	1.1	0.5%	5.3%	-4.5	-29.0	0.7%	9.0%	i	0.8	-0.5	716
CCOC(=O)C1CCN(C(c2cccs2)c2sc3nc(C)nn3c2O)CC1 (stereo unspecified)	10.0%	1	6.5%	6.7%	20.5	2.5	0.0%	-9.7%	i	2.6	-14.6	649
CCOC(=O)c1[nH]c(C)c(/C(O)=C2\C(=O)C(=O)N(CCN3CCOCC3)C2c2cccs2)c1C (stereo unspecified)	2.3%	1.1	0.2%	-6.4%	15.8	12.0	0.7%	7.0%	i	0.7	nt	nt
COc1ccc(CCn2c(NN=C(C)C)nc3c2c(=O)[nH]c(=O)n3C)cc1	nt	nt	-0.1%	nt	nt	nt	nt	6.7%	i	0.6	-5.2	686
Cc1cccc(OCc2nc(-c3ccc(-n4cccc4)cc3)no2)c1	-12.7%	1	-1.2%	-5.3%	-3.9	-16.4	-1.4%	0.6%	i	4.0	nt	nt
O=[N+]([O-])c1cc2c(cc1/C=N/Nc1nc(N3CCCC3)nc(N3CCCC3)n1)OCO2	24.4%	1.1	0.0%	5.9%	16.5	3.4	-3.9%	11.8%	i	0.5	-18.5	708
COc1ccc(-c2cc(-c3ccco3)[nH]c(=O)c2C#N)cc1OC	nt	nt	-0.1%	nt	nt	nt	nt	12.4%	i	0.4	-2.3	724
COc1ccc(C(=O)CSc2nnc(NC(=O)C3CC(=O)N(c4cccc(OC)c4)C3)s2)cc1 (stereo unspecified)	4.6%	1	0.8%[50 µM]	-1.9%	-3.3	-6.4	10.9%	-1.3%	i	1.1	-0.7	652
COc1cc(OC)cc(-c2nnc(Nc3nc4c(F)cccc4s3)o2)c1	0.7%	1.2	5.9%	3.1%	13.6	7.0	8.0%	3.5%	i	1.9	nt	nt
O=C(O)/C=C/c1cn(-c2ccccc2)nc1-c1cccc([N+](=O)[O-])c1	nt	nt	-0.1%	nt	nt	nt	nt	5.6%	i	0.4	4.8	739
Cc1ccc(NC(=O)c2oc3ccccc3c2NC(=O)C2CCCO2)cc1C (stereo unspecified)	-4.1%	1	0.2%	-7.3%	41.3	23.0	nt	4.6%	nt	nt	-12.7	682

The closing three entries of the part above open the next one.
SMILES	human PMI inhibitors	TNAP activation fold	UTI89 phage lysis	PMI inhibitors	WT yeast gro inh	WT yeast gro inh mutant strain	CSM14.1 death rescue	P. falciparum M1AAP	Myeloid diff MLP	Myeloid diff MLP GFP+ MAC1+ %	Hep lipid drop	Hep lipid drop cells 6.5 µM
COc1cc(OC)cc(-c2nnc(Nc3nc4c(F)cccc4s3)o2)c1	0.7%	1.2	5.9%	3.1%	13.6	7.0	8.0%	3.5%	i	1.9	nt	nt
O=C(O)/C=C/c1cn(-c2ccccc2)nc1-c1cccc([N+](=O)[O-])c1	nt	nt	-0.1%	nt	nt	nt	nt	5.6%	i	0.4	4.8	739
Cc1ccc(NC(=O)c2oc3ccccc3c2NC(=O)C2CCCO2)cc1C (stereo unspecified)	-4.1%	1	0.2%	-7.3%	41.3	23.0	nt	4.6%	nt	nt	-12.7	682
CCOC(=O)N1CCC(NC(=O)CCC(=O)N2CC(C)Oc3ccc(Cl)cc32)CC1 (stereo unspecified)	15.9%	1	5.0%	19.2%	6.1	2.7	nt	6.8%	i	0.8	-8.3	711
O=C(CCC1CCCN(Cc2ccncc2)C1)NCc1ccc(F)c(F)c1 (stereo unspecified)	5.2%	1.1	0.4%	7.8%	4.5	-17.7	-0.6%	-2.5%	i	0.8	0.2	562
C=CCOc1ccc2cccc(/C=N/NC(=O)c3cc4cc([N+](=O)[O-])ccc4s3)c2c1	3.5%	1.1	0.7%	6.1%	-10.1	-12.7	-0.3%	-0.2%	i	3.0	nt	nt
Cc1cccc(C2c3[nH]c4ccccc4c3CCN2C(=O)c2ocnc2C)n1 (stereo unspecified)	5.8%	1.1	-0.9%	7.9%	-7.3	-2.5	1.2%	-0.3%	i	0.3	-17.9	747
CCN(CC)CCN(C(=O)C1=COCCO1)c1nc2cc3c(cc2s1)OCO3	-9.1%	1	2.4%[50 µM]	-13.6%	-4.4	1.8	-1.7%	1.5%	i	0.3	13.9	795
Cn1c(COc2ccccc2)nnc1SCC(=O)Nc1ccc(N2CCOCC2)c(Cl)c1	9.1%	1	4.3%	8.4%	13.9	-7.9	1.7%	-0.7%	i	0.5	9.5	770
Cc1ccc(S(=O)(=O)N/N=C\c2ccc3c(c2)OCO3)cc1	7.3%	1.1	2.9%	11.2%	-43.0	-3.1	-0.9%	6.4%	i	1.3	nt	nt
Cc1ccc(C)c(N2CCN(C(=O)CCCN3C(=S)NC(C)(C)CC3C)CC2)c1 (stereo unspecified)	-16.6%	0.9	0.1%	-3.7%	-6.5	8.7	-2.4%	6.5%	i	1.0	-36.8	568
COCCCN(Cc1ccco1)C(=O)Cn1ncc2c(=O)oc3ccc(C)cc3c21	nt	nt	1.0%[50 µM]	nt	nt	nt	nt	1.6%	i	0.0	2.1	722
COc1ccc(N2C(=O)/C(=C/c3ccc([N+](=O)[O-])cc3)C=C2c2ccccc2)cc1	-3.4%	0.9	1.6%	-4.0%	10.8	7.4	-0.7%	-3.7%	+	10.9*	nt	nt
CC(=O)N(c1ccccc1Cl)S(=O)(=O)c1ccc(Cl)cc1	-3.1%	1.2	-0.1%	2.8%	-4.5	1.0	1.7%	-0.3%	i	0.1	1.5	681

Pulled by structure from the entries so far (5):
SMILES	human PMI inhibitors	TNAP activation fold	UTI89 phage lysis	PMI inhibitors	WT yeast gro inh	WT yeast gro inh mutant strain	CSM14.1 death rescue	P. falciparum M1AAP	Myeloid diff MLP	Myeloid diff MLP GFP+ MAC1+ %	Hep lipid drop	Hep lipid drop cells 6.5 µM
COCCCN(Cc1ccco1)C(=O)Cn1ncc2c(=O)oc3ccc(C)cc3c21	nt	nt	1.0%[50 µM]	nt	nt	nt	nt	1.6%	i	0.0	2.1	722
O=C(CCC1CCCN(Cc2ccncc2)C1)NCc1ccc(F)c(F)c1 (stereo unspecified)	5.2%	1.1	0.4%	7.8%	4.5	-17.7	-0.6%	-2.5%	i	0.8	0.2	562
CCN(CC)CCN(C(=O)C1=COCCO1)c1nc2cc3c(cc2s1)OCO3	-9.1%	1	2.4%[50 µM]	-13.6%	-4.4	1.8	-1.7%	1.5%	i	0.3	13.9	795
COc1ccc(N2C(=O)/C(=C/c3ccc([N+](=O)[O-])cc3)C=C2c2ccccc2)cc1	-3.4%	0.9	1.6%	-4.0%	10.8	7.4	-0.7%	-3.7%	+	10.9*	nt	nt
Cc1ccc(S(=O)(=O)N/N=C\c2ccc3c(c2)OCO3)cc1	7.3%	1.1	2.9%	11.2%	-43.0	-3.1	-0.9%	6.4%	i	1.3	nt	nt
